High-throughput results (PubChem BioAssay)
CendR NRP1 mod – NRP-1/CendR interaction modulation; 360,000 tested, 0.85% active; O14786; FAM-RPARPAR peptide binding to NRP-1, fluorescence polarization; inhibition, % at 25 µM;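 active = inhibition or corrected inhibition above about 18%, plus a signal ratio from 0.5 to 1.5, limit read from the data, passing the limit was not always enough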; also: strong numbers were not always called active
STEP block – STEP (human) phosphatase inhibition; 360,000 tested, 0.25% active; P54829; recombinant STEP, OMFP fluorogenic substrate, fluorescence; AID 588621; inhibition, % at 20 µM;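 active = inhibition at 20 µM, scaled per plate between control wells, above about 37%, limit read from the data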;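 also: 0% = DMSO with enzyme and substrate and 100% = substrate only without enzyme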
Target sequence (P54829 whole entry, looked up): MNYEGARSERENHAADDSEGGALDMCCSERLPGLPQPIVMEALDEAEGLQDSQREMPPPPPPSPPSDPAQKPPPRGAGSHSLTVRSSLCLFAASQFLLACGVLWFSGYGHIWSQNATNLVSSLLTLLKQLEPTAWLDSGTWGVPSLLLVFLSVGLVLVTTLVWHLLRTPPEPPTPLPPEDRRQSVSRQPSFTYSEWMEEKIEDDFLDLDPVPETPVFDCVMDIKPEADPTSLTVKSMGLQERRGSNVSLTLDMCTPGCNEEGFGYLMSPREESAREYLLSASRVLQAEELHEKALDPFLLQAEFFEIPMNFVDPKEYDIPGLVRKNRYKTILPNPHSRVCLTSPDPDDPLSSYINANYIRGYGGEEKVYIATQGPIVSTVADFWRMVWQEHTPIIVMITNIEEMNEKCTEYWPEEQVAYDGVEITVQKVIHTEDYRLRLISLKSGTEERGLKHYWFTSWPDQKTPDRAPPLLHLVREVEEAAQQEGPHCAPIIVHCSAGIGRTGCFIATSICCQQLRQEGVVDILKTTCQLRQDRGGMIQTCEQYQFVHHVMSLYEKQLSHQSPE
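Measure: Control-normalized % inhibition with plate pattern correction | Test system: STEP phosphatase, cell-free reaction | Medium: pH 6.0 Bis-Tris with DTT and Tween 20 | Technique: Fluorescence, 480/540 nm | Times: Reaction 20 min, ambient temperature | Doses: Single compound dose of 20 µM, 1% DMSO final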
TbMetRS inhib – Trypanosoma brucei MetRS inhibition | purified T. brucei MetRS, ATP depletion, Kinase-Glo luminescence | inhibition, % at 11.9 µM | 360,000 tested, 0.4% active | AID 624268;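 active = inhibition above a per-plate cutoff of the control wells' mean inhibition plus 3 SD, cut at about 5.5% in these data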;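 also: 0% = DMSO wells median and 100% = median of wells with control inhibitor compound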
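Dosing: 11.9 µM compound single dose, 0.9% DMSO; Assay system: purified T. brucei MetRS enzyme; Measured by: Kinase-Glo luciferase luminescence reporting remaining unconsumed ATP; Schedule: 15 min plus 2 h at 25 °C.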
Scp1 inh – inhibitors of human Scp-1 phosphatase; 340,000 tested, 0.88% active; AID 493091; Recombinant Scp1, phosphopeptide, malachite green phosphate absorbance; inhibition, % at 20 µM;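 active = inhibition above about 50% at 20 µM, limit read from the data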;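 also: plate controls were DMSO wells with enzyme for no effect and wells lacking enzyme for full effect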
Target sequence (Q9GZU7 76-261 limits assumed): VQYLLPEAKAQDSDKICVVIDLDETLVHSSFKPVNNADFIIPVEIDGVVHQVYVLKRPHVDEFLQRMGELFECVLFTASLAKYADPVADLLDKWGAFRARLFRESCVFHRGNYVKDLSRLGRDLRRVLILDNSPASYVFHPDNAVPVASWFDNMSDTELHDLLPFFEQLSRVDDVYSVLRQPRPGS
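Incubation: 45 min enzyme reaction at room temperature / System: truncated SCP-1 phosphatase (76-261aa) / Reagent: Phospho 17-mer peptide substrate / Buffer or medium: Acidic Tris acetate buffer with magnesium and detergent / Signal: absorbance at 630 nm / Doses: one concentration, 20 µM, with 1.0% DMSO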
SKN-1 block – inhibitors of C. elegans SKN-1; inhibition, % at 21.8 µM; C. elegans VP596 Pgst-4::GFP/RFP ratio, acrylamide-induced, 24 h; 360,000 tested, 0.49% active;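 active = interference check ratio from 0.5 to 1.5 plus GFP to RFP signal ratio inhibition reaching or exceeding a fixed threshold, cut at about 30% in these data, passing the limit was not always enough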; also: some compounds called inactive have numbers as strong as hits
NadD inh – NadD (S. aureus) enzyme inhibition. purified NadD enzyme, colorimetric absorbance read-out. inhibition, % at 20 µM. 360,000 tested, 0.78% active; in the data active = inhibition above about 26%; also: some compounds past the cut are filed as inactive
DNMT1 block – DNMT1 (human) enzyme inhibition; inhibition (reported as % activation of signal), % at 10 µM; DNMT1 molecular beacon, Hinp1I cleavage, fluorescence; AID 588458; 360,000 tested, 0.83% active; in the data active = inhibition above about 50%
LMPTP inh – blocks human LMPTP phosphatase; P24666; recombinant LMPTP-A, OMFP fluorogenic substrate, fluorescence intensity; inhibition, % at 20 µM; 360,000 tested, 0.22% active; AID 651560;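 active = compounds that cut the enzyme signal by at least half of the control window in the single-dose screen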;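 also: plate controls were DMSO wells with enzyme plus substrate for no effect and substrate without enzyme for full effect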
Target sequence (P24666 whole entry, looked up): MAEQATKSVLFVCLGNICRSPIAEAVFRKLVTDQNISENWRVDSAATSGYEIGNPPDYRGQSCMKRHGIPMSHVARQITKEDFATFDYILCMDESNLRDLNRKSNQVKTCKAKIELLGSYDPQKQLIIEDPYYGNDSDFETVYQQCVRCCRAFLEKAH
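Assay system: LMPTP-A enzyme. Input: 0.625 nM LMPTP-A final. Probe or stimulus: 400 µM OMFP. Compound dosing: single 20 µM dose. Schedule: 50 min dark incubation at room temperature. Detection: fluorescence intensity of OMFP turnover product. Read-out: percent inhibition versus substrate-only and uninhibited controls. Benchmarks: no-enzyme low control, uninhibited high control.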
SUMO1 PPI mod – SUMO1-SIM interaction modulation; P63165; 360,000 tested, 0.33% active; SUMO1 binding to a labelled peptide, TR-FRET, 1 h; inhibition, % at 20 µM; AID 602429; in the data active = inhibition above about 37%
Target sequence (P63165 whole entry, looked up): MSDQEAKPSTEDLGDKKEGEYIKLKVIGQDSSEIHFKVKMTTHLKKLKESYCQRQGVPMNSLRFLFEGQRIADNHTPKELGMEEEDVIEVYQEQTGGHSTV
Neddylation inh – cullin neddylation inhibition; TR-FRET cullin neddylation, biochemical; AID 651699; 360,000 tested, 0.58% active; calls only at 25 µM; in the data active = inhibition above about 36%
* = called active by the depositor; i = inactive; · = no result given. Outcome played no part in choosing rows (roughly 4.6% active in at least one column).

SMILES | CendR NRP1 mod | STEP block | TbMetRS inhib | Scp1 inh | SKN-1 block | NadD inh | DNMT1 block | LMPTP inh | SUMO1 PPI mod | Neddylation inh
O=C(COc1ccc2ccccc2c1Br)NNC(=O)Nc1ccccc1 | -3.0 | 1.1 | 0.6 | 28.3 | -3.3 | -5.9 | 19.1 | -0.1 | -98.7 | i
CCOC(=O)COc1ccc(C(=O)NC2CCCCC2)cc1 | -8.0 | -0.6 | -0.1 | -4.3 | -4.3 | -4.0 | 1.5 | -0.4 | 3.1 | i
CC(C(=O)Nc1ccc2c(c1)OCO2)N1CCN(C)CC1 (stereo unspecified) | -6.8 | -2.0 | -0.6 | -9.0 | 9.2 | -2.2 | -5.5 | -5.0 | 1.1 | i
COc1cc2c(cc1OC)C(c1ccccc1)N(C(=O)C(C)(C)C)CC2 (stereo unspecified) | 2.4 | -0.2 | -1.7 | 2.2 | 22.3 | -2.0 | 0.0 | 0.4 | -1.1 | i
NC(=O)c1ccc(Cc2ncc(C(F)(F)F)cc2Cl)s1 | -3.3 | -16.6 | -0.2 | -4.2 | -7.7 | -5.4 | -2.2 | -0.2 | -6.8 | i
Cc1ccc(C2CC(=O)Nc3cc4c(cc32)OCO4)o1 (stereo unspecified) | 5.6 | -3.5 | -0.7 | -8.7 | 0.4 | -4.5 | 2.0 | -0.7 | -3.2 | i
Cc1ccc2c(c1)nnn2C1CCN(C(=O)c2cccs2)CC1 | 17.4 | -2.1 | -2.4 | 5.2 | -15.2 | -0.2 | 0.4 | -1.0 | -1.4 | i
COC(=O)c1cc(S(=O)(=O)N2CCN(c3ccc(C(C)=O)cc3)CC2)cn1C | 10.3 | 2.3 | 0.8 | -6.8 | 3.1 | -0.9 | -2.8 | -0.7 | -1.5 | i
O=c1oc2ccccc2cc1-c1nc2ccccc2o1 | -4.8 | -3.8 | -1.8 | 2.9 | 11.8 | -4.9 | 3.2 | 0.5 | -12.4 | i
COCCOC(=O)c1c(C)oc2ccc(NS(=O)(=O)c3ccc(C)cc3)cc12 | 10.5 | 1.5 | 0.3 | -6.8 | -9.0 | -7.2 | -8.6 | 6.8 | 6.3 | i
CCN(CC)C(=O)CCn1nc(-c2ccc(C)cc2)c2ccccc2c1=O | 4.1 | -0.5 | -0.9 | -4.5 | -0.7 | -2.5 | 0.8 | 0.4 | 3.9 | i
Cc1sc2ncnc(N(C)Cc3ccco3)c2c1C | -5.3 | -1.4 | -0.3 | -6.0 | -17.1 | -5.5 | 0.8 | 0.2 | -2.9 | i
C=CCNc1nc(C(=O)OCC(=O)N(Cc2ccccc2)C(C)C)cs1 | 8.7 | -1.4 | 0.3 | 5.8 | -19.3 | 2.2 | 2.2 | -0.4 | 3.0 | i
COC(=O)c1ccc(NC(=O)Cn2nc(SC)n(N)c2=S)cc1 | 0.1 | -4.5 | -1.0 | -3.2 | -15.7 | -4.1 | -0.4 | -2.0 | 1.9 | i
CCOC(=O)C(Cc1ccccc1)C(=O)Nc1ccc(NC(=O)C(Cc2ccccc2)C(=O)OCC)cc1 (stereo unspecified) | -5.3 | -2.1 | 0.8 | -5.3 | -1.8 | -1.6 | 3.1 | -0.5 | 3.4 | i
COc1ccc(SCCN2CC[C@@H](NC(=O)OCc3ccccc3)CCC2=O)cc1 | 5.0 | -4.3 | -0.5 | -5.8 | -7.4 | -9.2 | -3.1 | 0.3 | -4.3 | i
CCOC(=O)c1sc(=S)n(C)c1NC(=O)c1ccccc1Cl | -20.9 | -1.0 | 0.0 | -9.3 | -5.7 | 3.4 | -0.5 | 0.7 | 15.3 | i
COCCOc1cc(-n2cccc2)c(Cl)cc1Cl | 4.8 | 2.0 | -0.6 | -6.7 | 12.6 | -7.1 | -1.0 | 2.5 | -0.2 | i
COc1cc2c(cc1OC)CN(C(C)C(=O)Nc1ccc(NC(C)=O)cc1)CC2 (stereo unspecified) | -0.2 | -5.1 | -1.5 | -2.5 | -30.9 | 1.0 | 7.3 | 2.3 | 1.9 | i
COC(=O)c1sc(C(=O)OC)c(C(=O)OC)c1C(=O)OC | -4.1 | 2.8 | -0.7 | -11.7 | 1.5 | -1.7 | 6.1 | -2.9 | -6.1 | i
O=c1c2ccccc2cnn1CCOc1cccc(Br)c1 | 19.4 | -0.9 | -0.2 | 11.6 | 13.5 | -6.1 | 0.8 | 1.0 | 9.2 | i
Nc1nnc(SCC(=O)OCc2ccccc2)s1 | -10.8 | -0.2 | -0.9 | -2.5 | -4.3 | -4.8 | 14.1 | 0.4 | -2.0 | i
O=C1CS/C(=N/N=C/c2ccncc2)N1 | 12.0 | 1.1 | 2.5 | 7.4 | 9.7 | 0.1 | 1.8 | 0.4 | -8.2 | i
CC(NC(=O)c1ccc(S(=O)(=O)Nc2ccccc2Cl)cc1)c1ccncc1 (stereo unspecified) | 6.5 | -0.6 | 0.4 | -6.7 | 5.1 | 2.0 | 1.0 | 2.0 | -1.6 | i
Cc1ccc(S(=O)(=O)N2CCC(=O)N([C@H](COCc3ccccc3)C(C)C)CC2)cc1 | -3.6 | · | 0.1 | · | -8.2 | -0.9 | · | 0.1 | 6.5 | i
O=C1NC2(CCCC2)N=C1c1ccc(Cl)cc1 | -1.1 | 0.9 | -0.7 | -2.7 | 12.1 | -4.9 | -3.6 | -0.5 | 1.0 | i
CC(C)N1CCN(Cc2ccc(Sc3nncn3C)o2)CC1CCO (stereo unspecified) | -2.0 | -0.9 | -1.3 | 3.5 | -10.5 | -5.5 | 0.4 | -1.9 | -1.9 | i
O=C(OCc1cn([C@@H]2C[C@H](c3ccccc3)N(C(=O)C3CCCCC3)C[C@H]2O)nn1)c1ccccc1 | -6.4 | 2.0 | -0.8 | · | 4.6 | 6.3 | -5.6 | -0.5 | 7.0 | i
COc1ccc(CNC(=O)C2CCN(S(=O)(=O)c3cccnc3)CC2)cc1 | 8.4 | 0.1 | 0.2 | -4.5 | -5.6 | -3.1 | 0.6 | -3.0 | -2.9 | i
O=C(Nc1cccnc1)c1cc(-c2ccc(Br)cc2)nc2ccccc12 | 7.7 | -1.2 | -0.2 | -3.0 | -5.8 | 8.4 | -7.0 | 4.4 | -6.6 | i
CCc1n[nH]c(=S)n1/N=C/c1ccccc1OCc1ccc(Cl)cc1 | 9.1 | -0.2 | 0.0 | -9.6 | 1.1 | 0.1 | 3.2 | -0.5 | 8.6 | i
CN(C)CCCN(C(=O)c1ccc(S(=O)(=O)N2CCCC2)cc1)c1nc2c(F)cc(F)cc2s1 | 7.0 | -1.8 | -0.1 | -5.8 | 0.4 | -4.8 | 1.3 | -0.5 | -2.8 | i
C=Cc1ccc(Cn2c(C)c(C(=O)NCc3ccccc3C(F)(F)F)sc2=O)cc1 | -10.5 | -3.4 | -0.8 | · | -13.6 | -3.8 | -6.7 | 2.3 | -3.6 | i
CCCCNC(=O)c1ccccc1NS(=O)(=O)c1ccc2c(c1)OCCO2 | 1.1 | -2.4 | -0.7 | -12.1 | -15.7 | -2.3 | 7.6 | -0.5 | -2.5 | i
COc1cc(NC(=S)N2CCN(S(=O)(=O)c3ccc(F)cc3)CC2)cc(OC)c1 | 10.3 | 2.4 | 0.8 | -7.2 | 5.9 | -4.0 | -0.6 | 1.7 | -2.4 | i
Cc1ccc(Sc2nc3ccc(C)cn3c(=O)c2/C=N/O)cc1 | 0.5 | -1.6 | -0.6 | -5.0 | 9.2 | 0.9 | 7.9 | -0.4 | 15.6 | i
CS(=O)(=O)N1CC(C(=O)NC2CC2)Oc2ccc(Cl)cc21 (stereo unspecified) | 1.1 | -1.9 | -0.1 | -2.9 | -5.6 | 2.2 | 2.3 | -1.7 | 1.5 | i
O=C(COC(=O)Cn1cnc2ccccc2c1=O)Nc1ccccc1Sc1ccc(Cl)cc1 | 4.7 | -2.3 | 0.7 | -1.3 | 1.6 | -2.3 | -3.0 | 2.6 | -0.3 | i
CCc1ccc(C2=NN(C(=O)OC)C(O)(C(F)(F)F)C2)cc1 (stereo unspecified) | -45.2 | 0.8 | -0.4 | 0.4 | -5.2 | 7.4 | 1.2 | -0.7 | -0.5 | i
Cc1cc(=O)[nH]c(SCc2cn3ccccc3n2)n1 | 4.0 | 1.5 | -1.2 | 7.2 | -8.7 | -11.4 | 3.7 | 1.0 | -0.4 | i
Cc1ccc2c(c1)n([O-])c1c([n+]2=O)CCCC1 | -12.3 | -4.1 | 0.4 | -4.8 | -5.8 | 5.8 | -7.9 | 0.5 | -8.9 | i
COc1cc2c(C(=O)Nc3ccccc3F)cn(C)c(=O)c2cc1OC | -1.8 | -0.6 | -1.1 | -4.0 | 8.5 | -0.9 | -2.6 | 0.9 | 0.1 | i
CCNCC(=O)Nc1c(C)cccc1C | -1.7 | -0.4 | -1.4 | -0.7 | -1.1 | -4.5 | 1.0 | 0.6 | 3.4 | i
Cc1cc(Cl)c(S(=O)(=O)NCCC(=O)O)cc1OCC(N)=O | -10.2 | 1.0 | -0.8 | -2.0 | 4.9 | -4.1 | 4.7 | 0.9 | 0.2 | i
Cc1ccc(CN2CC(C(=O)Nc3ccc(S(=O)(=O)Nc4cc(C)nc(C)n4)cc3)CC2=O)cc1 (stereo unspecified) | -8.9 | -3.5 | -0.9 | 8.6 | 3.2 | 7.2 | 1.9 | 1.6 | 3.9 | i
COCCN(C(=O)CSc1nnc(-c2ccccc2F)n1C)c1c(N)n(Cc2ccccc2)c(=O)[nH]c1=O | -0.4 | 6.9 | -0.3 | -4.0 | 0.1 | -3.5 | 2.2 | -0.7 | 4.5 | i
CS(=O)(=O)N1CCN(C(=O)c2ccc(Cl)s2)CC1 | 6.7 | 1.7 | -0.4 | -8.4 | -18.1 | -2.1 | -0.7 | 0.4 | 4.0 | i
CCSc1nsc(NC(=O)Nc2cccc(F)c2)n1 | -4.4 | -1.9 | 3.7 | -4.5 | 16.0 | -7.5 | 5.0 | 2.5 | 3.2 | i
C=CCn1cnc2c(c1=O)c1nc3ccccc3nc1n2/N=C/c1cc(OC)c(OC)c(OC)c1 | -8.2 | 2.3 | -0.3 | -12.7 | -21.2 | -11.1 | -11.8 | 2.3 | -15.2 | i

An excerpt from above, limited to SUMO1 PPI mod, STEP block and TbMetRS inhib:
| molecule | SUMO1 PPI mod | STEP block | TbMetRS inhib |
| --- | --- | --- | --- |
| Cc1ccc(CN2CC(C(=O)Nc3ccc(S(=O)(=O)Nc4cc(C)nc(C)n4)cc3)CC2=O)cc1 (stereo unspecified) | 3.9 | -3.5 | -0.9 |
| COc1cc2c(C(=O)Nc3ccccc3F)cn(C)c(=O)c2cc1OC | 0.1 | -0.6 | -1.1 |
